# Assay outcomes from PubChem BioAssay.
# mcGAS MS inh – inhibitors of Mus musculus cyclic GMP-AMP synthase, initial high-throughput assay, cell-free, RapidFire MS; recombinant mouse cGAS, cGAMP by RapidFire MS; inhibition, % at 12.5 µM; 130,000 compounds, 0.18% hits; AID 1259397, 2018;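 active = inhibition of cGAS enzyme activity at or above 60%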;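 also: enzyme stimulated by 45 bp dsDNA with ATP and GTP substrates; cGAMP share of summed cGAMP plus half ATP and half GTP signals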
# Target sequence (Q8C6L5 whole entry, looked up): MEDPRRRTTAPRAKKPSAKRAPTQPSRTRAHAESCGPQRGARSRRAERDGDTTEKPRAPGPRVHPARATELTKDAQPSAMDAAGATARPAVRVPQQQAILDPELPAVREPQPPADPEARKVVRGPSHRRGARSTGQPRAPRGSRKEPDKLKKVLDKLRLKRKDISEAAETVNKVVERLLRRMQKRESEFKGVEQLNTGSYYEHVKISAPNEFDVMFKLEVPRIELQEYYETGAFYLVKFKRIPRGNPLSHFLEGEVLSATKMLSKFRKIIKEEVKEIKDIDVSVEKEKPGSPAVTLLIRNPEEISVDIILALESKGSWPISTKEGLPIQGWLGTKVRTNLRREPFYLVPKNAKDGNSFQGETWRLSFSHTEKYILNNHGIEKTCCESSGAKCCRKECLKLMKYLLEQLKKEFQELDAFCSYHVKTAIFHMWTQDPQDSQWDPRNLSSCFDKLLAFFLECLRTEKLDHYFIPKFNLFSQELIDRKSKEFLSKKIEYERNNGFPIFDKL
# The depositor's hits bear a star; & = joins results of further samples.
SMILES,mcGAS MS inh
O=C(CC1CC2CCC1C2)NCC(c1ccccc1Cl)N1CCCC1 (centres undefined),-2
COC(=O)[C@@H]1C[C@H](O)CN1Cc1nc2ccc(F)cc2o1,6
COCC(C)NS(=O)(=O)c1sc2c(c1C(=O)OC)CCN(Cc1cc(C)ccc1C)C2 (centres undefined),6
Nc1nc(CCNC(=O)c2scc3c2CCCC3)cs1,-3
Cc1cccc2c(=O)n(CCC(=O)Nc3c4c(nn3C)CCC4)cnc12,-5
CN(Cc1n[nH]c2c1CCCC2)C(=O)CCNC(=O)c1ccccc1F,-3
CN(CC(=O)NCc1ccccc1CN1CCOCC1)Cc1c(F)cccc1Cl,-6
O=C(Nc1ccc2c(c1)CN(Cc1cccc3c1OCO3)CC2)C1CCCO1 (centres undefined),3
COC(=O)Nc1snc(C)c1C(=O)O,21
Fc1ccc(-c2nc(-c3ccc(C#Cc4ccccc4)s3)[nH]c2-c2ccc(F)cc2)cc1,-14
O=c1c2nnn(Cc3ccccc3F)c2ncn1Cc1ccccc1Cl,6
CC12CCC(C(=O)N3CCCCC3)(OC1=O)C2(C)C (centres undefined),-10
CN(Cc1cccnc1)C(=O)CC1C(=O)NCCN1Cc1ccc(-c2ccccc2)cc1 (centres undefined),-8&-6
Cc1ccc(C(CNC(=O)c2cccc3ccnn23)N2CCOCC2)o1 (centres undefined),-14
FC(F)c1nnc2ccc(N3CCC4(CCOC4)C3)nn12 (centres undefined),-6
CN1OC(C)(CC(=O)NCc2ccccc2)N=C1c1ccccc1 (centres undefined),-6
Cc1nn2c(nnc3c(=O)n(-c4ccc(F)c(F)c4)ccc32)c1-c1cccc(Cl)c1,-10
CN1CCN([C@H]2CN(Cc3cn[nH]c3-c3cccc(F)c3)C[C@@H]2O)CC1,-27
CSCCC(=O)NC1CCCN(CCCc2ccccc2)C1 (centres undefined),-11
CN(c1ccccc1)S(=O)(=O)c1cn(C)c(=O)n(C)c1=O,-3
CC(=O)Nc1cnc(-c2ccccc2F)cn1,4
CC1CN(C(=O)NC(c2nnc3ccccn23)C(C)C)CC(C)S1 (centres undefined),-10
Cc1nc(-c2ccccc2)sc1C(=O)N(C)C1CCS(=O)(=O)C1 (centres undefined),-2
CC(C)(C)c1ccc(C(=O)N2CCC2(C)C(=O)NS(C)(=O)=O)cc1 (centres undefined),-5
COc1cc(-c2cnc(N)cn2)cc(OC)c1OC,-1
C#CCn1c(=NC(=O)c2ccc3ncsc3c2)sc2cc(S(N)(=O)=O)ccc21,-6
Cc1c(C(=O)NCc2cc(-c3ccccc3)n[nH]2)cnn1-c1ccccn1,-13
O=c1c2nnn(-c3ccc(F)cc3)c2ncn1Cc1ccc(Br)cc1,7
Cc1nc(SCCCn2c(=O)c3c(ncn3C)n(C)c2=O)c2c(C)c(C)sc2n1,7
C=C(C)Cn1c(=O)c2c(nc3n2CCCN3c2ccc(C)cc2)n(C)c1=O,-9

# Copied from the list.
# Cc1nc(-c2ccccc2)sc1C(=O)N(C)C1CCS(=O)(=O)C1 (centres undefined) in mcGAS MS inh → -2
# CN(c1ccccc1)S(=O)(=O)c1cn(C)c(=O)n(C)c1=O in mcGAS MS inh → -3
# O=c1c2nnn(-c3ccc(F)cc3)c2ncn1Cc1ccc(Br)cc1 in mcGAS MS inh → 7

# (listing goes on)
SMILES,mcGAS MS inh
CN(C)c1ccc(NC(=O)NCc2cc(C#N)ccc2F)cn1,-13
C=CCn1c(=NC(=O)c2ccc(S(C)(=O)=O)cc2)sc2cc(F)cc(F)c21,-5
c1ccc2c(c1)CCCC2Sc1nnc(NCC2CCCO2)s1 (centres undefined),3
CC(N)=C(C#N)C(=O)Cn1cc(C(F)(F)F)cc(Cl)c1=O,4
CCCc1cnc(C)nc1N1CCC(Cc2cccc(C(N)=O)c2)C1 (centres undefined),-16
O=C(CCn1cnc2ccccc2c1=O)Nc1cccc2c1CCCC2,-18
COc1ccccc1CN(Cc1ccc2c(C)cc(=O)oc2c1)C1CC1,-22
Brc1ccc(OCc2ccccc2)c(CNc2nn[nH]n2)c1,-20
COc1ccc(NC(=O)N(Cc2ccco2)C2CC2)cc1,-16
Cc1cccc(C(=O)Nc2c(C)nc3ccc(C)cn3c2=O)c1,5
O=C1NC(=O)C2CC=CCC12 (centres undefined),-39
O=C(O)c1occc1-c1cccs1,-6
CCN(CC)CCn1c(C)cn2c3c(=O)n(CCc4ccccc4)c(=O)n(C)c3nc12,-3
COc1ccccc1CNC(=O)c1cnn(-c2cc(-c3nc(C)no3)ccn2)c1C,-8
Cn1ccn2ncc(C(=O)NCCOc3ccccc3)c12,-15

# Filtered by structure: the compounds so far with a COOH group.
SMILES,mcGAS MS inh
COC(=O)Nc1snc(C)c1C(=O)O,21
O=C(O)c1occc1-c1cccs1,-6

# 2 successive records from above, quoted:
SMILES,mcGAS MS inh
CN(C)c1ccc(NC(=O)NCc2cc(C#N)ccc2F)cn1,-13
C=CCn1c(=NC(=O)c2ccc(S(C)(=O)=O)cc2)sc2cc(F)cc(F)c21,-5

# Carrying on:
SMILES,mcGAS MS inh
CN(CC(=O)O)c1nc(Cc2ccc(Cl)cc2)ns1,-4
CS(=O)(=O)NCCC(=O)N1CCCC(CCc2ccccc2F)C1 (centres undefined),2
O=C(CCN1CCc2ccccc21)Nc1cccc(Cl)c1,2&12
c1ccc(-c2nc3c(ccc4ccccc43)[nH]2)cc1,-4
COc1ccc(C(=O)C(C(c2ccccc2)N2CCOCC2)N2CCOCC2)cc1 (centres undefined),-2
CC(=O)Nc1cc(S(=O)(=O)NC2CCC(C)CC2)ccc1F (centres undefined),-3
Cc1ccc(N2CCn3c2nn(CC(=O)N2CCCC2)c(=O)c3=O)cc1,8
Cc1[nH]nc(CCC(=O)N2CC(c3cccnc3)C2)c1C,-5
O=C1CN(CCc2ccc(F)cc2)C2CS(=O)(=O)CC2N1c1cccc(Cl)c1 (centres undefined),-10
CCOC(=O)CCn1c(=O)c2c(nc3n(-c4ccc(OCC)cc4)c(C)cn23)n(C)c1=O,0
CCC1=NN(C(=O)c2ccccc2[N+](=O)[O-])C(O)(C(F)(F)F)C1 (centres undefined),-44
O=C(c1ccccc1O)N1CCN(CCOc2ccc(F)cc2)CC1,-7
O=C(CN1CCN(c2cnn(-c3nc4ccccc4[nH]3)c(=O)c2Cl)CC1)N1CCCCCC1,-8
Cc1c(C(=O)N(C)Cc2ccc(F)cc2)sc(=O)n1Cc1ccc(C(=O)N(C)C)cc1,-1
O=C(C1CCCC1)N1C(=Nc2ccccc2)SCc2ccccc21,-18
Brc1ccc(-c2noc(-c3ccc4c(c3)OCO4)n2)o1,2
CCN1CCCC1CNC(=O)CCC1CCN(Cc2ccc3cc(Cl)ccc3n2)CC1 (centres undefined),-9
O=C1Cc2cc(-c3cccc(-n4cccn4)c3)ccc2N1,-7
O=C(CSCc1ccccc1)NCCn1ncccc1=O,-3
CN(C)CCCN1CC(C(=O)O)CC1=O (centres undefined),-9
C[C@]12C[C@H](O)[C@H]3[C@@H](CCC4=CC(=O)CC[C@@]43C)[C@@H]1CC[C@@H]2C(=O)CO,-15&-1
CCOC(=O)CSc1nnc(NC(=O)c2cc(OC)c(OC)c(OC)c2)s1,-1
CC1CCC(C(C)C)C(OC(=O)CSc2nc(-c3ccccc3)c(C#N)c(=O)[nH]2)C1 (centres undefined),-7
OCc1csc(-c2cccc(C(F)(F)F)c2)n1,-13
Cc1cccn2c(=O)nc(SCC(=O)N3CCN(c4ccccc4)CC3)nc12,0
CCCc1nnc(NC2CCCN(C(=O)OC)C2)s1 (centres undefined),-2
Cc1cc(CC(C)Nc2nc(-c3cccnc3)nc3c2cnn3C)n[nH]1 (centres undefined),-8
S=c1ccss1,33
O=C1N=C(N2CCN(c3cccc(C(F)(F)F)c3)CC2)S/C1=C/c1cccs1,-6
O=C(NC(=S)N1CCOCC1)c1cccc([N+](=O)[O-])c1,-8

# Fetched by compound from above (3):
SMILES,mcGAS MS inh
O=C(CSCc1ccccc1)NCCn1ncccc1=O,-3
OCc1csc(-c2cccc(C(F)(F)F)c2)n1,-13
CCOC(=O)CSc1nnc(NC(=O)c2cc(OC)c(OC)c(OC)c2)s1,-1

# The list goes on.
SMILES,mcGAS MS inh
CC(Oc1cccc(N2CCCC2=O)c1)C(=O)N1CCC(Cc2ccccc2)CC1 (centres undefined),0
CSCc1nc2scc(-c3cccs3)c2c(=O)[nH]1,9
Cc1ccc(C2C(C(=O)c3cccs3)=C(O)C(=O)N2CCN(C)C)o1 (centres undefined),-11
O=C(CCc1c[nH]c2ccccc12)NCc1cc(-c2cccnc2)no1,-9
COC(=O)c1cc2n(n1)CCCN(C1CCN(S(C)(=O)=O)CC1)C2,-10
O=C(NC1CCCc2c1cnn2-c1ccc(F)cc1F)c1ccccn1 (centres undefined),-4
Cc1cccc(C(=O)NCC(c2ccc3c(c2)CCN3C)N2CCN(C)CC2)c1 (centres undefined),-9
O=C(c1cnn(Cc2ccccc2)c1)N1CC=CCC1,-42
CCOC(=O)c1nn(-c2ccccc2C)c(=O)cc1OCC(=O)N1CCN(c2ccccc2)CC1,-9
COc1ccc(C(=O)N2CCCC(OCc3cccc(C(F)(F)F)c3)C2)cc1 (centres undefined),0
CCCC(=O)N1CCC(N2CCC(Cc3cccc(C(=O)O)c3)C2)CC1 (centres undefined),4
O=C(NCc1ccccc1)c1coc(Br)c1,-4
O=C(COc1ccccc1)NCc1nnc(SCC(=O)Nc2ccccc2F)n1-c1ccc(F)cc1,-4
Brc1ccc(-c2cnc(-c3ccccc3)o2)cc1,-2
CS(=O)(=O)c1ccc(C(=O)Nc2ccc(Oc3cnccn3)cc2)cc1,-14
O=P(O)(O)C(O)(Cn1ccnc1)P(=O)(O)O,6
Cc1cc(NC(=O)N2CCN(C)CC2C)n(-c2ccccn2)n1 (centres undefined),-5
C=C(C)Cn1c(=O)c2c(nc3n(-c4ccccc4F)c(C)c(C)n23)n(C)c1=O,-10
Cc1c(C(C)NC(=O)c2ccsc2)cnn1-c1cccc2ccccc12 (centres undefined),-2
CN1CCN(S(=O)(=O)c2ccc(F)c(F)c2F)CC1,-3
CCOC(=O)C1=C(C)N=c2s/c(=C\c3ccccc3OC)c(=O)n2C1c1ccc(OC(C)=O)cc1 (centres undefined),-5
C[C@](N)(Cc1ccccc1)C(=O)N1CCC(N2CCSCC2)CC1,-6
Cc1ccc(-c2csc(N)n2)o1,2
Cc1ccc(-c2cnc(CCC(=O)N3CCCCCC3C3CCCCC3=O)o2)cc1 (centres undefined),5
COc1cc(-c2c(C#N)c(N)nc3c2c(C)nn3-c2ccc(C)cc2)ccc1O,-5
COCCC(=O)Nc1ccc2c(c1)CN(C(=O)c1cc3c(s1)CCCCC3)CC2,-8&-2
CN(C(=O)c1cc2ccc(C(C)(C)C)cc2[nH]1)C1(C#N)CCC1,-15
c1cc(-c2nc3cc(Oc4ccc5oc(-c6ccncc6)nc5c4)ccc3o2)ccn1,9
CCN1CCN(C(=O)c2cnc(-c3cccc(C)c3)nc2N2CCc3ccccc3C2)CC1,-5
O=C(CN1CCN(c2ccc(F)cc2)CC1)Nc1cc(F)ccc1F,-2
Cc1c(NC(=O)N2CCSCC2)cccc1OCC(F)(F)F,-6
CC(C)(NC(=O)CCc1cccs1)c1ccc(Br)cc1,-2
Cc1nnc(NC(=O)CSc2ccc(-c3sc(-c4cccnc4)nc3C)nn2)s1,-8
CCCOc1cccc(NC(=O)OC2CCN(C)CC2)c1,-5
COCC(C)NC(=O)c1cc2ccccc2cc1OC (centres undefined),-8
Cc1cccn2c(CN3CCCOCC3)c(C(=O)N3CCOCC3)nc12,-1
NC(=O)NN=Cc1ccc(C2C=CCC2)s1 (centres undefined),0
COc1ccccc1-c1ccc(C(=O)NCC2(O)CCCNCC2)cc1 (centres undefined),-11
CN(Cc1cc2n(n1)CCCNC2)Cc1nccn1Cc1ccccc1,-14
COc1ccc2nc(CCn3c(=O)oc4ccccc43)[nH]c(=O)c2c1,1
COCCC1NC(=O)c2cnc(SCc3ccccn3)nc21 (centres undefined),-3
CCOC(=O)c1nn(-c2ccccc2)c2nc(Nc3ccccc3)cc(=O)n12,-27
Cc1cc(C)n(CCCC(=O)N2CC[C@@H](c3ccc4c(c3)OCO4)[C@H](O)C2)n1,2
Cc1cc2c(cc1Br)N(C(=O)c1cnc3[nH]c(=O)[nH]c(=O)c3c1)CC(C)O2 (centres undefined),-10
C1=CC[C@H]2CN(c3nncs3)C[C@H]2C1,-25
O=S(=O)(Nc1cc(F)ccc1F)c1cccc(Br)c1,-1
O=c1ccnc(SCc2cn3cc(Cl)ccc3n2)[nH]1,0
COCCNC(=O)C1(C)CCCN(Cc2ccc(-n3ccnc3)cc2)C1 (centres undefined),-3
CSc1ccc(Cl)cc1NC(=O)NC1CCCC1O (centres undefined),0
COc1ccccc1N1CC(C)Cn2c1nc1c2c(=O)[nH]c(=O)n1C (centres undefined),-9
Cc1cc(Nc2ccc3c(n2)C(=O)N(CC(=O)NC2CCC(O)CC2)C3)n(C)n1 (centres undefined),4
Oc1oc(-c2ccc(Br)cc2)nc1C=Nc1cc(Cl)ccc1Cl,-18
C1CC2(CCN1)CCC(NCCN1CCOCC1)CC2,-4
Cc1c(C(=O)NCc2cccs2)sc(=O)n1Cc1ccccc1C(F)(F)F,-5
CN(Cc1n[nH]c2c1CCCC2)C(=O)c1ccc(OC2CCN(C(=O)C3CC3)CC2)cc1,-2
CCCc1ccc(C(=O)N2Cc3nnc(C(=O)NC)n3C(c3ccccc3)C2)cc1 (centres undefined),-10
Cc1ccc(-n2c(=O)[nH]c3c(C(=O)Nc4cccc5ccccc45)cn(C)c3c2=O)cc1,-26
Fc1ccccc1-c1nnc2ccc(N3CCCCC3)nn12,-16
CCC(NC)c1cccc(S(=O)(=O)Nc2cnn(C)c2)c1 (centres undefined),-5

# A portion of the library; count on the stated rates, not on these rows.
